GSIS activator: primary screen for activators of insulin secretion dependent on glucose, INS-1E cells, GLuc reporter luminescence. INS-1E GLuc reporter insulin secretion, 2-3 h. activation, % at 16.6 µM. hit rate 0.61% among 370,000. AID 743287;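 active = lowest replicate activation of at least 40%, so every replicate reaches that level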;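 note: 0% = median of neutral control wells and 100% = median of IBMX positive control wells; some compounds called inactive have numbers as strong as hits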
F508del corr: CFTR F508del correction in bronchial cells | CFBE cells, YFP halide quenching; stimulated with forskolin plus potentiator P3; % fluorescence drop versus neutral controls | activity (quench increase), % at 7.58 µM | hit rate 0.36% among 350,000 | AID 720511;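 active = mean added fluorescence quench of at least 8% versus neutral control, with both replicates also reaching 8%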;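 note: cells transiently co-express mutant CFTR-F508del with the halide-sensitive YFP; corrector assay measuring rescue of mutant channel to the surface after 24 h compound exposure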
RAD52 anneal inh: blocks human RAD52 DNA annealing; P43351; recombinant RAD52 DNA annealing, FRET fluorescence; inhibition, % at 18.7 µM; hit rate 0.46% among 360,000; AID 651710;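 active = every replicate showing at least 50% inhibition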
ERAP1 inh: inhibitors of human ERAP1 aminopeptidase; AID 652197; hit rate 0.15% among 340,000; Q9NZ08; inhibition, % at 10.7 µM; recombinant ERAP1, Leu-AMC fluorescence, 60 min;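 active = mean replicate inhibition of at least 30%, or all replicates individually reaching that 30% level; inactive = mean below 30% and not every replicate reaching it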;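 note: 0% = neutral control wells and 100% = L-leucinethiol positive control wells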
Target sequence (Q9NZ08 whole entry, looked up): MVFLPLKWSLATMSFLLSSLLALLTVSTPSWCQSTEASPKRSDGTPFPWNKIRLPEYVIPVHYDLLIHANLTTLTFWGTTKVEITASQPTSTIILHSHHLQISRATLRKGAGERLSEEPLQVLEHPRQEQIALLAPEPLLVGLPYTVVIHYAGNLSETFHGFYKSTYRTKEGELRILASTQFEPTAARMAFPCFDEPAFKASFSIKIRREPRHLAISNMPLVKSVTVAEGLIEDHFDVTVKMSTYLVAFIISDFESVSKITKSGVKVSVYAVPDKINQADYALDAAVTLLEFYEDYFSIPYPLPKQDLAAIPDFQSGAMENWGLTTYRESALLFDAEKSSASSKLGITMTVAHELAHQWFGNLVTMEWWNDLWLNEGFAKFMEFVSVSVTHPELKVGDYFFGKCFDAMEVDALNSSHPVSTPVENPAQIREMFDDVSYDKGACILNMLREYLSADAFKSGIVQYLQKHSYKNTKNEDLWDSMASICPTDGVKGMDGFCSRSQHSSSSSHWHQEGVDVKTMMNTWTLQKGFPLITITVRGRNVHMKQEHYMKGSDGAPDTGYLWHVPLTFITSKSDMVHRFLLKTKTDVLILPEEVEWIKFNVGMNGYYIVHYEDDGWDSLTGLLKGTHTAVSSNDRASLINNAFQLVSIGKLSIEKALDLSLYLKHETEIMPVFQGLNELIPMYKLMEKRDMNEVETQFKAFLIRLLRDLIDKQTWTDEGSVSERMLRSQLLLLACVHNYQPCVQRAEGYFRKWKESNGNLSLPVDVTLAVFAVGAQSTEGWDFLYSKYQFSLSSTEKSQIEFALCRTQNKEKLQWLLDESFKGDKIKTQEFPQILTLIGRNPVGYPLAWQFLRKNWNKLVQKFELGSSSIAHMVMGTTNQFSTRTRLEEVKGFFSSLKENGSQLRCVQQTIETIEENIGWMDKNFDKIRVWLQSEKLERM
RAD54 inh: RAD54 (human) branch migration inhibition | AID 602329 | RAD54 Holliday junction branch migration, FAM/BHQ fluorescence | inhibition, % at 10.4 µM | hit rate 0.14% among 360,000;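 active = mean normalized replicate activity at least 40 and at least half of replicates scoring 40 or more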;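 note: 0% = median of neutral control wells and 100% = median of positive control wells; inhibitors cause a drop in the FAM fluorescence signal; in these data hits start at about 50%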
esBAF inh: inhibitors of esBAF chromatin remodeling in mouse ES cells; Bmi1-luciferase knock-in reporter, 24 h; 100% = twice the neutral-well signal; reporter increase, % at 12.5 µM; hit rate 2% among 350,000; in the data active = activation above about 40%;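 note: 0% = median of the plate's neutral control wells and 100% = double that signal; a rise in the Bmi1 reporter signal indicates esBAF inhibition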
ARNT TACC3 PPI: disruptors of human ARNT/TACC3 interaction; inhibition, % at 9.99 µM; AlphaScreen His-ARNT PAS-B/GST-TACC3 binding, luminescence; TACC3 fragment carries E629A point mutation; Q9Y6A5; hit rate 0.66% among 390,000;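 active = mean inhibition of replicates at least 50% and at least half of replicates each reaching 50%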;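 note: 0% = complete ARNT plus TACC3 wells and 100% = ARNT alone without TACC3; many hits fall short of the cut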
Xi reactivation: reactivates the inactive X chromosome in mouse fibroblasts; hit rate 0.055% among 360,000; activation, % at 7.58 µM; XiGFP mouse fibroblasts, % GFP-positive cells imaging, 3 d; cells co-treated with 5-aza-dC sensitizer; scaled so ellipticine positive control = 100%;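 active = mean normalized replicate activation at least 10% and every replicate at or above 10%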;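 note: 0% = median of on-plate neutral control wells and 100% = ellipticine 6 µM median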
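material = 68-5-11 XiGFP fibroblast line | medium = DMEM plus 5-aza-dC sensitizer | schedule = 3 days compound exposure | benchmarks = positive control ellipticine, 6 µM final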
The depositor's hits bear a star; x = not tested or not shown.

SMILES	GSIS activator	F508del corr	RAD52 anneal inh	ERAP1 inh	RAD54 inh	esBAF inh	ARNT TACC3 PPI	Xi reactivation
Cc1ccccc1NC(=O)Cc1nc(COC(=O)c2cccc(O)c2)cs1	-27	-1.9	-28	-1	10	0	0	0.0
C[C@H]1CN([C@@H](C)CO)C(=O)c2cc(-c3cccnc3)cnc2O[C@@H]1CN(C)Cc1ccc(-c2ccccc2)cc1	-38	2.5	17	0	-4	-3	10	-0.9
O=C(C1CCOCC1)N1CC(=O)N2[C@H](CO)[C@@H](c3ccc(C#CCc4ccccc4)cc3)[C@H]2C1	20	-2.3	-12	-2	x	x	x	0.0
CC1CN(S(=O)(=O)c2cccc(-c3cn4ccccc4n3)c2)CC(C)O1 (centres undefined)	14	0.9	-3	-4	-4	-3	10	x
CC(Oc1ccc(Cl)cc1)C(=O)Nc1sccc1C(N)=O (centres undefined)	-10	0.0	-19	-1	x	x	0	0.0
CCCn1nnc(NC(=O)c2ccc(F)cc2)n1	3	x	x	x	5	18	-2	x
CNC[C@H]1Oc2ccc(NC(=O)Nc3ccc4c(c3)OCO4)cc2C(=O)N([C@@H](C)CO)C[C@H]1C	4	-1.3	-3	7	0	-5	-11	0.1
COc1cccc(-c2cc(=O)c3cc(NC(C)=O)ccc3[nH]2)c1	-10	1.5	-17	-2	1	-3	-2	0.0
CCOc1ccc(NC(=O)CN(C)C(=O)c2cc(C3CC3)nn2-c2ccccc2)cc1OCC	2	0.8	-10	0	x	x	-7	0.0
CO[C@@H]1CN(C)C(=O)c2ccc(NC(=O)c3ccc(F)cc3)cc2OC[C@@H](C)N(C)C[C@H]1C	17	1.6	3	-1	-5	1	5	-0.1
COc1ccc(NC(=O)Nc2ccc3c(c2)C(=O)N([C@@H](C)CO)C[C@@H](C)[C@@H](CN(C)C(=O)Nc2ccc(OC)cc2)O3)cc1	10	-3.2	10	0	-3	-1	-6	1.1
Cc1ccc(C(=O)Nc2ccc(Nc3ccccc3)cc2)cc1Br	x	-0.3	-20	1	-3	x	x	0.0
COc1ccc(NC(=S)NNS(=O)(=O)c2ccc3ccccc3c2)c(OC)c1	-8	2.9	-6	2	x	x	-1	0.1
C[C@@H]1CN([C@@H](C)CO)C(=O)c2cc(NC(=O)Cc3ccccc3)ccc2O[C@@H](C)CCCCO[C@@H]1CN(C)S(=O)(=O)c1ccccc1	-16	-0.6	-33	-2	4	-5	-18	0.2
CC(=O)Nc1ccc(S(=O)(=O)/N=C2/NC(=O)/C(=C\c3ccco3)S2)cc1	0	1.9	-58	11	x	x	x	0.0
CCOC(=O)C1(C)CCCN(C(=O)Cc2ccc3ccccc3c2)C1 (centres undefined)	-12	-1.7	0	-2	1	2	x	0.0
C=CCN1CN=C(NS(=O)(=O)c2ccc(NC(C)=O)cc2)NC1	-1	1.2	-14	-6	x	x	x	0.3
CN1CCN(Cc2cccc3ncccc23)CC1CCO (centres undefined)	6	1.5	-22	-2	-12	-4	13	0.1
CCOC(=O)NC1(NC2CCCCC2)Oc2ccccc2O1	10	0.3	-16	0	11	-5	-5	x
CN(CCc1ccccc1)C(=O)c1ccc(NC(=O)Cc2cccc(NC(=O)C3CCN(C(=O)C4CCCC4)CC3)c2)cc1	0	-2.3	-3	-2	7	-2	-4	0.2
COc1ccc(-c2csc(C3=C(O)CN(Cc4ccc(Cl)cc4)C3=N)n2)cc1OC	3	2.4	-11	2	3	7	1	x
COCC(=O)N(C)C[C@H]1[C@H](c2ccc(-c3ccccc3)cc2)[C@H](CO)N1C(C)=O	2	-3.3	-15	2	-3	6	4	0.0
CC1CCN(C2=NC(=O)/C(=C/c3ccc(O)cc3)S2)CC1	-17	x	-7	1	22	25	0	0.0
Cc1ccc(S(=O)(=O)N2CCC3(CC2)CC(=O)c2ccccc2O3)cc1	-6	-0.3	-4	-2	-4	-3	-2	0.4
O=C1/C(=C/c2cccc(Cl)c2)CSc2sccc21	20	-0.3	-8	0	x	x	17	-0.1

6 compounds picked at random from the list so far, as already listed:
SMILES	GSIS activator	F508del corr	RAD52 anneal inh	ERAP1 inh	RAD54 inh	esBAF inh	ARNT TACC3 PPI	Xi reactivation
O=C(C1CCOCC1)N1CC(=O)N2[C@H](CO)[C@@H](c3ccc(C#CCc4ccccc4)cc3)[C@H]2C1	20	-2.3	-12	-2	x	x	x	0.0
COc1cccc(-c2cc(=O)c3cc(NC(C)=O)ccc3[nH]2)c1	-10	1.5	-17	-2	1	-3	-2	0.0
COc1ccc(-c2csc(C3=C(O)CN(Cc4ccc(Cl)cc4)C3=N)n2)cc1OC	3	2.4	-11	2	3	7	1	x
C[C@H]1CN([C@@H](C)CO)C(=O)c2cc(-c3cccnc3)cnc2O[C@@H]1CN(C)Cc1ccc(-c2ccccc2)cc1	-38	2.5	17	0	-4	-3	10	-0.9
C[C@@H]1CN([C@@H](C)CO)C(=O)c2cc(NC(=O)Cc3ccccc3)ccc2O[C@@H](C)CCCCO[C@@H]1CN(C)S(=O)(=O)c1ccccc1	-16	-0.6	-33	-2	4	-5	-18	0.2
CC(Oc1ccc(Cl)cc1)C(=O)Nc1sccc1C(N)=O (centres undefined)	-10	0.0	-19	-1	x	x	0	0.0

Results in GSIS activator, Xi reactivation and ERAP1 inh (4 entries from above):
structure | GSIS activator | Xi reactivation | ERAP1 inh
CN(CCc1ccccc1)C(=O)c1ccc(NC(=O)Cc2cccc(NC(=O)C3CCN(C(=O)C4CCCC4)CC3)c2)cc1 | 0 | 0.2 | -2
COc1ccc(-c2csc(C3=C(O)CN(Cc4ccc(Cl)cc4)C3=N)n2)cc1OC | 3 | x | 2
COCC(=O)N(C)C[C@H]1[C@H](c2ccc(-c3ccccc3)cc2)[C@H](CO)N1C(C)=O | 2 | 0.0 | 2
CC1CCN(C2=NC(=O)/C(=C/c3ccc(O)cc3)S2)CC1 | -17 | 0.0 | 1

Next part
SMILES	GSIS activator	F508del corr	RAD52 anneal inh	ERAP1 inh	RAD54 inh	esBAF inh	ARNT TACC3 PPI	Xi reactivation
COc1ccccc1C#Cc1ccc2c(c1)O[C@H](CN(C)Cc1ccncc1)[C@@H](C)CN([C@@H](C)CO)S2(=O)=O	4	2.8	-4	-2	-1	-1	-3	0.6
COc1cccc(NC(=O)CN2CCCCCC2)c1	-4	-3.7	-4	2	3	-3	-18	0.0
Cc1ccc(NC(=O)/C(=C\c2ccccc2)NC(=O)c2ccco2)cc1	7	-0.9	-4	0	x	x	-2	0.3
CC(C)NC(=O)N(C)C[C@@H]1Oc2ccc(NC(=O)C3CCCCC3)cc2CC(=O)N([C@@H](C)CO)C[C@H]1C	17	-3.3	12	-3	7	-3	-6	0.3
CCC1=NN(C(=O)c2cccc(Br)c2)C(O)(c2ccc(Br)cc2)C1 (centres undefined)	-8	-1.5	-6	-2	x	x	3	0.7
O=C(CNC(=O)c1ccccn1)N/N=C/c1ccc2c(c1)OCO2	-3	1.0	-5	16	x	12	5	0.2
COCC(=O)N1C[C@@H](C)[C@H](OC)CN(C)C(=O)c2cc(NC(=O)c3ccc(OC)cc3)ccc2OC[C@H]1C	-5	3.8	x	x	-6	-5	x	0.5
COc1ccc(-c2csc(NC(=O)CS(=O)(=O)c3ccccc3)n2)cc1OC	1	2.6	11	-4	2	10	x	0.0
N#C[C@H]1[C@@H](c2ccccc2C2=CCCCC2)[C@@H](CO)N1C(=O)CN1CCOCC1	6	1.2	8	0	x	x	x	0.1
CCCc1cc(=O)oc2cc(OCC(=O)NC3CC(C)(C)NC(C)(C)C3)ccc12	17	-0.3	-14	1	13	0	-1	0.2
CCn1ncc(/C=C/C(=O)Nc2c(C)nn(Cc3ccc(Cl)cc3Cl)c2C)c1C	-43	x	x	x	-6	-23	-1	x
CCOC(=O)N1CCN(C(=O)/C(=C/c2ccc(Cl)cc2)NC(=O)c2ccccc2)CC1	-17	0.7	-22	-2	-5	1	-2	-0.1
COc1ccc(C2SCCN2C(=S)Nc2cccc(C(F)(F)F)c2)cc1 (centres undefined)	x	x	-6	0	-7	x	-12	0.0
C[C@@H]1CCCCO[C@H](CN(C)C(=O)Nc2ccccc2)[C@@H](C)CN([C@H](C)CO)C(=O)c2cc(NC(=O)c3ccccc3)ccc2O1	-4	1.2	-20	2	3	1	-3	-0.1
COC(=O)COc1ccc(S(=O)(=O)NCCC2=CCCCC2)cc1C	-45	0.9	-21	0	x	0	1	x
CCc1ccc(N(C(=O)c2csnn2)C(C(=O)NC(C)(C)CC)c2ccccn2)cc1 (centres undefined)	-4	0.3	12	-3	x	x	2	-0.7
Cn1c(SCC(=O)NC2CCCCC2)nnc1-c1ccccc1F	2	1.3	-18	-1	5	0	-2	-0.1
COc1ccc(CN(C)C(=O)C2CC(=O)N(c3ccc4c(c3)OCCO4)C2)c(OC)c1 (centres undefined)	-12	-4.9	-8	-1	2	6	0	0.9
CC(=O)NCCc1nc2ccccc2n1Cc1cc(C)ccc1C	24	-2.9	2	-1	0	3	5	0.2
CCCn1c(CCc2ccccc2)n[nH]c1=S	4	-1.8	-20	1	x	x	-6	-0.1
COc1ccc(CNC(=O)C2CCCN2C(=O)NC2CCCCC2)cc1 (centres undefined)	-5	x	x	x	-24	0	-2	x
Cc1ccc(C(=O)Nc2ccncc2)c(C)c1	9	-0.6	-8	-4	-1	12	-2	0.0
COc1ccc(/C=N/NC(=O)Nc2cccc3nsnc23)cc1OC	x	-2.6	-66	8	x	x	-5	1.6
COc1ccc2c3c([nH]c2c1)[C@H](CO)N(Cc1nccs1)CC31CCN(Cc2cccnc2)CC1	-25	1.4	50	2	x	x	x	0.1
Cc1ccccc1NC(=O)Cc1cccs1	10	3.7	-44	1	-5	-6	-7	0.1

Taken from above:
COc1cccc(NC(=O)CN2CCCCCC2)c1 | RAD52 anneal inh = -4
Cc1ccc(NC(=O)/C(=C\c2ccccc2)NC(=O)c2ccco2)cc1 | ARNT TACC3 PPI = -2
COc1ccc(C2SCCN2C(=S)Nc2cccc(C(F)(F)F)c2)cc1 (centres undefined) | ERAP1 inh = 0
N#C[C@H]1[C@@H](c2ccccc2C2=CCCCC2)[C@@H](CO)N1C(=O)CN1CCOCC1 | Xi reactivation = 0.1

(cont.)
SMILES	GSIS activator	F508del corr	RAD52 anneal inh	ERAP1 inh	RAD54 inh	esBAF inh	ARNT TACC3 PPI	Xi reactivation
Cc1ccccc1Cn1cc(CCC(=O)N2CCOCC2)c2ccccc21	-8	x	-2	3	4	-2	12	0.4
COc1ccccc1CC(=O)N1CCCC(CCC(=O)NCc2ccccc2F)C1 (centres undefined)	6	-1.3	0	0	0	6	9	-0.2
COC(C/C=C/[C@H](O)COCc1ccccc1)OC	6	-0.3	-17	-3	1	0	-25	0.0
COc1ccc(NC(=O)CN(C)C(=O)CCc2nc3cc(S(=O)(=O)N4CCOCC4)ccc3n2C)cc1	-1	-3.4	-12	3	11	x	2	0.3
CS(=O)(=O)Nc1ccc2c(c1)[C@H]1C[C@H](CC(=O)N3CCc4ccccc4C3)O[C@H](CO)[C@H]1O2	-11	3.6	-5	-1	6	8	-5	0.0
Cc1noc(C)c1S(=O)(=O)Nc1ccc2c(c1)C(=O)N([C@H](C)CO)C[C@H](C)[C@H](CN(C)Cc1ccccc1)O2	5	1.0	2	3	-5	2	9	-0.2
CC(=O)c1cccc(-n2nnnc2SCC(=O)NNC(=O)C2CCCCC2)c1	-4	1.4	-27	3	x	x	-6	-0.1
COc1ccc(C(C)=O)cc1CS(=O)(=O)CC(=O)NCCc1c[nH]c2ccccc12	x	12*	-18	0	-9	-4	-16	-0.1
O=c1[nH]c(-c2ccc(Cl)cc2)cs1	1	x	-7	-5	x	x	-7	0.0
CC(=O)c1ccc(N2CCN(C(C)C(=O)Nc3ccc4c(c3)OCCO4)CC2)cc1 (centres undefined)	6	0.0	-5	2	2	1	x	0.1
C[C@@H]1CN([C@H](C)CO)C(=O)c2cc(NC(=O)NC3CCCCC3)ccc2O[C@@H]1CN(C)S(C)(=O)=O	-9	-1.2	-10	-2	-7	-1	-7	0.0

Screens from PubChem.

Rows are unselected; overall some 3.3% were active at least once.
